Assay outcomes deposited in PubChem by NCI.
NCI-60 one-dose screen, 48 h, at 10 µM unless noted. Numbers give growth in % (100 = growth as untreated, 0 = no growth, -100 = all killed).
LOX IMVI: LOX IMVI melanoma. 79,000 tested, 7.4% active
UACC-62: UACC-62 melanoma. 81,000 tested, 5.4% active. AID 1794756
UACC-257: UACC-257 melanoma. 78,000 tested, 4.4% active. AID 1794764
MALME-3M: MALME-3M melanoma | 78,000 tested, 5.8% active | AID 1794766
SK-MEL-2: SK-MEL-2 melanoma. 77,000 tested, 4.7% active. AID 1794763
BT-549: BT-549 breast cancer; 78,000 tested, 4.4% active; AID 1794793
T-47D: T-47D breast cancer; 79,000 tested, 5% active
HS 578T: HS 578T breast cancer | AID 1794788 | 78,000 tested, 4.1% active
An asterisk follows results filed as active; . = not tested or not shown; & = joins results of further samples. Rule for the calls: active = growth percent below 10; inactive = the rest.

compound	LOX IMVI	UACC-62	UACC-257	MALME-3M	SK-MEL-2	BT-549	T-47D	HS 578T
CC(COC(=O)c1ccccc1)N1CC2CCC(C1)O2 (configuration not stated)	98	100	93	104	107	105	103	105
N#CC(C(O)c1ccccc1)N1CCOCC1 (configuration not stated)	98	100	101	86	113	99	106	104
CCOC(=O)c1nnn(Cc2cc(=O)oc3cc(C)cc(C)c23)c1C	97	85	100	111	113	114	96	93
CC(C#N)NCc1ccccc1 (configuration not stated)	99	97	94	106	101	118	108	100
COc1ccc(/C=C(\C#N)C(=O)Nc2cc(-c3ccccc3)nn2-c2ccccc2)cc1	96	86	101	104	103	97	94	109
CNc1ccc(C(C)C)cc1	108	94	111	110	100	97	104	99
CCOC(=O)c1cn(CCN(C(C)C)C(C)C)c2nc(NCc3ccc(OC)c(OC)c3)nn2c1=O	94	78	.	104	99	91	96	89
COc1ccc(/C=C(/C(=O)n2cnnn2)c2cc(OC)c(OC)c(OC)c2)cc1	37	20	70	63	58	38	43	14
O=C1CCC(C(=O)N/N=C/c2c(F)c(F)c(F)c(F)c2F)N1 (configuration not stated)	94	95	107	101	104	106	99	97
O=C1NC(=S)NC(=O)C1=Cc1ccc(Cl)c([N+](=O)[O-])c1	.	104	110	.	107	97	108	107
Cc1c(-c2nn(-c3ccccc3)cc2/C=N\O)nnn1-c1ccc(S(N)(=O)=O)cc1	99	106	102	100	102	96	88	100
CN(C)CCCOc1ccc2c(c1)CN(C(=O)c1cc(C(=O)N3Cc4cccc(F)c4C3)ccc1O)C2	92	96	108	103	117	125	100	93
Cc1c(Cl)cccc1Nc1n[nH]c(=S)s1	105	96	100	115	102	108	112	107
Cc1[nH]c2c3c(c(O)cc2c1CO)[C@H]1C[C@@H]2[C@@]4(C)CCC[C@@](C)(CO)[C@@H]4CC[C@@]32C=C1C(C)C	94	77	100	90	94	104	81	73
CCOC(=O)CSC1=Nc2c(c(-c3ccccc3)c(-c3ccccc3)n2C2CCCCC2)C2=NCCN12	99	84	110	111	97	114	98	99
CCN1CCN(C(=O)[C@]23CC[C@@H](C)[C@H](C)[C@@H]2C2=CC[C@@H]4[C@@]5(C)C/C(=C/c6ccccn6)C(=O)C(C)(C)[C@@H]5CC[C@@]4(C)[C@]2(C)CC3)CC1	96	91	92	83	104	108	71	89
Cc1ccc(N2COc3ccc4ccccc4c3C2)cc1	83&93	92&86	97&126	109&125	97&105	84&85	93&98	90&94
Cc1ccc(-n2c(C(=O)NC3CC3)cc3cccnc32)cc1Cl	93	91	118	128	115	91	88	96
C/C(=N\N1C(=O)c2ccccc2NC1c1cccs1)c1c(O)cc(C)oc1=O (configuration not stated)	96	92	93	96	116	105	84	98
Cc1sc2c(c1C)c(=O)nc1c(-c3nc4ccccc4s3)n[nH]n12	93	88	.	97	95	101	85	93
CN(C)c1ccc(/C=N/Nc2ccc3nnc(-c4ccccc4)n3n2)cc1	37	86	95	88	97	.	77	67
NC(=O)c1cc2ccncc2c2ccccc12	85	103	45	132	147	93	113	105
Cc1cccc(CO)c1	100	104	100	104	110	106	99	101
ClC(=Nc1ccccc1)c1ccccc1	103	98	72	107	143	111	101	95
O=C1C(Cl)=C(NCCO)C(=O)c2ccccc21	66	89	106	98	100	99	98	78
CC(=O)Nc1ccc(S(=O)(=O)NC(CCC(=O)Nc2ccccc2)C(=O)O)cc1 (configuration not stated)	95	86	103	.	.	.	84	96
CC1CN(S(=O)(=O)c2cc(Cl)c(Oc3ccc([N+](=O)[O-])cc3Cl)c(Cl)c2)CC(C)O1 (configuration not stated)	95	83	86	88	.	89	76	81
CCSC(=O)c1ccc(S(=O)(=O)CC)cc1	95	110	.	99	111	101	92	96
COC(=O)CCCNS(=O)(=O)c1cc(C(=O)Nc2ccc(NC(=O)c3cc(S(=O)(=O)NCCCC(=O)OC)c(O)c(O)c3O)cc2)c(O)c(O)c1O	2.9*	77	96	105	99	99	97	100
COc1ccc(N2c3ccccc3C(=O)OC23OC(=O)c2ccccc23)cc1 (configuration not stated)	98	.	102	87	101	90	104	96
COc1ccc(/C=C2/SC(=O)N(CCCC(=O)N3CCN(c4cc5c(cc4F)c(=O)c(C(=O)O)cn5C4CC4)CC3)C2=O)cc1	58	93	80	97	93	90	99	97
CCOc1cc(C)c2cc(Cc3ccc4nc(OCC)cc(C)c4c3)ccc2n1	99	97	103	.	98	107	84	90
Cc1c[nH]c(=O)n(CCOc2nc(-c3ccc(F)cc3)cc(-c3ccco3)n2)c1=O	101	99	119	104	130	95	90	106
CCOC(=O)C1(C(C)=O)CC1	67	103	99	105	114	107	101	95
Cc1cc2nc(C(Cl)Cl)nc(-c3cccnc3)n2n1	.	100	107	102	108	99	99	104
Cc1[nH]c2ncnc(Nc3ccc(C(=O)Nc4ccc(Cl)c(C(F)(F)F)c4)cc3)c2c1C	99	100	102	107	94	107	109	94
CCC(C)CCC=C(C)C (configuration not stated)	105	100	105	113	110	105	103	97
Cc1ccc2nc(Nc3nc(C)c(C(=O)Nc4ncccn4)c(-c4ccc(F)cc4)n3)sc2c1	82	85	107	97	81	94	79	.
Cc1cc(C)cc(NC(=O)CSc2oc(-c3ccccc3)nc2S(=O)(=O)c2ccc(F)cc2)c1	91	84	88	95	91	95	83	74
O=C(/C=C/c1ccccc1)NC(=S)Nc1ncccn1	93	92	97	.	91	114	97	110
NC(Cc1ccccc1)C(=O)NC(Cc1ccccc1)C(=O)O (configuration not stated)	103&95	104	93&88	99	104&99	106&108	92&89	112&98
COc1ccc(-c2cc(-c3cccc4ccccc34)n3c(n2)nc2ccccc23)cc1	46	34	69	32	79	70	24	55
COc1ccc(-c2cc(-c3ccc(Cl)cc3)nc(NCCCCNc3ccnc4cc(Cl)ccc34)n2)cc1	-78*	85	3.2*	-18*	78	85	78	82
CC(O)C1CCCCC1 (configuration not stated)	108	100	103	93	101	.	119	100
c1ccc(Nc2nn3c(-c4cccs4)ccnc3c2-c2ccccc2)cc1	91	86	122	113	113	107	40	97
O=C1Nc2ccccc2Cc2c1c1ccccc1[nH]c2=O	97	104	98	102	.	.	98	100
C=CCn1c(SCC(=O)Nc2ccccc2)nnc1-c1ccc(OC)cc1	91	86	100	86	.	144	94	89
O=C(Nc1sc2c(c1C(=O)O)CCCC2)c1ccc(Cl)cc1	99	88	107	109	127	103	104	103
CN(C)c1ccc(N=C(C#N)c2cc3ccccc3[nH]2)cc1	89	88	91	101	107	86	.	94
NS(=O)(=O)c1ccc(C(=O)N=Nc2c(O)[nH]c3ccc(Cl)cc23)cc1	102	105	103	90	105	99	97	100

(listing goes on)
compound	LOX IMVI	UACC-62	UACC-257	MALME-3M	SK-MEL-2	BT-549	T-47D	HS 578T
O=C(NCc1ccccc1F)c1cccc(NS(=O)(=O)c2ccc3c(c2)OCCO3)c1	96	77	95	104	96	.	127	82
C(/C=C/c1ccccc1)=Nc1ccc(CCc2ccc(N=C/C=C/c3ccccc3)cc2)cc1	73	74	98	115	41	92	97	108
Cc1ccc(N2C(=O)/C(=C3\SC(=S)N(c4ccc(C)cc4)C3=O)SC2=S)cc1	97	92	100	98	111	114	97	99
Cn1ncc2c1CCc1cc(S(=O)(=O)c3ccccc3)c(=O)n(C)c1-2	101	99	92	103	101	103	90	99
O=C(c1ccccc1)c1ccc(F)cc1	101	102	100	118	106	99	112	127
COc1ccc(-c2c(NC(=O)Nc3ccc(F)cc3)cnn2-c2ccc(S(N)(=O)=O)cc2)cc1	96	104	104	92	93	99	101	97
C=CC(=O)OCCOCCCC	101	98	111	99	.	.	106	100
O=C(O)c1ccccc1Nc1cccc([N+](=O)[O-])c1	104	98	99	92	103	90	92	109
c1ccc2c3c(ccc2c1)OCN(C1CCCCC1)C3	99	98	84	96	108	105	97	113
N#C/C(=N\Nc1ccc(S(=O)(=O)O)cc1)C(N)=O	96	100	105	99	101	103	101	105
CC1(C)C(=O)/C(=C\c2ccncc2)C[C@]2(C)[C@H]3CC[C@@H]4[C@@H](C(=O)/C=C\c5ccncc5)CC[C@@]4(C)[C@]3(C)CC[C@@H]12	92	91	92	101	104	90	85	97
CCCCCCCCCc1cc[n+](CC(=O)c2ccc([N+](=O)[O-])cc2)cc1	-77*	-6.3*	0.1*	-35*	-74*	15	22	.
CCOC(=O)c1cc(C(=O)OCC)cc(C(=O)OCC)c1	98	92	96	87	95	104	94	104
COc1cc(C2NC(c3ccc(Cl)cc3)C(C)C(=O)C2C)cc(OC)c1OC (configuration not stated)	.	100	101	122	90	95	95	108
O=[N+]([O-])c1ccc(OCCCOc2ccccc2)cc1	98	94	100	110	102	93	110	108
COc1ccccc1-c1c(-c2ccccc2)c[nH]c1C(=O)O	95	95	92	100	103	99	85	100
Cc1[nH]c(C)c(Cl)c(=O)c1Cl	103	107	110	103	98	115	95	101
CN1C(=O)NC2(CCCC2)C1=O	104	110	100	123	101	107	.	106
O=C(Nc1ccc(C(=O)/C=C/c2ccc(N3CCCC3)cc2)cc1)Nc1ccc([N+](=O)[O-])cc1	100	86	97	100	108	105	94	110
O=[N+]([O-])c1cnccc1-n1nnc2ccccc21	91	70	81	.	83	99	73	92
CN1CCc2cc3c(c4c2[C@H]1[C@@H](O)c1ccccc1-4)OCO3	85	91	88	110	102	95	79	98
COc1ccc(/C=C2\CN(C)CC3C2=NN(CCO)C3c2ccc(OC)cc2)cc1 (configuration not stated)	90	82	93	79	90	99	84	106
Cc1ccc(S(=O)(=O)Nc2ccc(Br)cc2C(N)=O)cc1	103	97	112	94	114	105	109	100
CC1=CC(c2ccc(Cl)cc2)N2C=CSC2=N1 (configuration not stated)	104	111	99	107	111	107	106	102
O=c1/c(=C\c2ccc(-c3ccccc3)o2)sc2nc(Cc3ccccc3)nn12	105	100	102	97	107	116	96	100

One compound at a time, from the list above.
Record of CC1(C)C(=O)/C(=C\c2ccncc2)C[C@]2(C)[C@H]3CC[C@@H]4[C@@H](C(=O)/C=C\c5ccncc5)CC[C@@]4(C)[C@]3(C)CC[C@@H]12 : LOX IMVI = 92; UACC-62 = 91; UACC-257 = 92; MALME-3M = 101; SK-MEL-2 = 104; BT-549 = 90; T-47D = 85; HS 578T = 97
Record of Cn1ncc2c1CCc1cc(S(=O)(=O)c3ccccc3)c(=O)n(C)c1-2 : LOX IMVI = 101; UACC-62 = 99; UACC-257 = 92; MALME-3M = 103; SK-MEL-2 = 101; BT-549 = 103; T-47D = 90; HS 578T = 99

Next records follow.
compound	LOX IMVI	UACC-62	UACC-257	MALME-3M	SK-MEL-2	BT-549	T-47D	HS 578T
COc1ccc(OC)c(-c2csc(=O)s2)c1	91	101	117	121	91	93	89	111
COc1ccc2nc(Cl)c(-c3cc(-c4ccccc4)nc(=O)[nH]3)cc2c1	-46*	67	105	83	93	39	38	77
O=C(Nc1ncc(Cc2cc(C(F)(F)F)ccc2Cl)s1)C1=NCCCN1	94	100	101	94	103	100	78	100
O=S(=O)(Nc1ccc(Cl)c(Cl)c1)c1ccc(-c2cnc(C3CC3)o2)cc1	46	27	63	53	37	56	.	-19*
CN1C(=O)N(C)C2C1NN=c1s/c(=C\C=C\c3ccccc3)c(=O)n12 (configuration not stated)	46	44	73	63	62	55	53	60
O=C1Nc2ccccc2Oc2ccc(S(=O)(=O)CC3CO3)cc21 (configuration not stated)	30	68	65	88	85	25	47	61
Cc1ccccc1N1C(=O)C=CC1=O	101&97	105&102	96&106	110&108	113&110	107&105	105&122	101&105
O=S(=O)(NCCCNc1nccc(-c2c(-c3cccc(F)c3)nc3occn23)n1)c1ccccc1	89	75	105	84	89	109	46	87
O=C(Oc1cc(OC(=O)c2ccccc2)cc(OC(=O)c2ccccc2)c1)c1ccccc1	107	105	108	.	102	100	103	101
CC(=O)c1ccc(NC(=O)CSc2nnc(-c3cc(-c4ccc(C)cc4)nc4ccccc34)o2)cc1	32	91	101	-5.4*	81	59	45	23
Oc1cc2c3c(c1)c1cc4c(cc1c[n+]3CC2)OCO4	93	91	90	46	101	51	76	56
O=C1NC(SCc2ccc(F)cc2)=N/C1=C/c1cccc(OCc2ccc(Cl)cc2)c1	25	72	96	88	99	87	53	30
Cc1c(C(=O)Nc2nc3ccccc3s2)cnn1-c1ccccc1Cl	84	60	99	83	93	83	53	92
CN1C(=O)CC(O)C1=O (configuration not stated)	107	107	106	103	112	103	113	106
O=C(Nc1ccc(-n2ccc3c(NC(=O)c4ccccc4)nccc32)cc1)Nc1cccc(C(F)(F)F)c1	27	79	69	73	72	74	58	.
C#CC(C)(O)CC(C)C (configuration not stated)	100	99	105	114	101	105	104	106
Cc1csc(Nc2nc(-c3ccc(Cl)cc3)nc(C(Cl)(Cl)Cl)n2)n1	.	83	99	100	112	97	62	101
Cc1cc(N2CCCCC2)nc(NCc2cc(Nc3ccnc4cc(Cl)ccc34)ccc2F)n1	-79*	-81*	-64*	-75*	-43*	15	-61*	15

A different layout for some results above:
structure: O=C1NC(SCc2ccc(F)cc2)=N/C1=C/c1cccc(OCc2ccc(Cl)cc2)c1
  LOX IMVI = 25; UACC-62 = 72; UACC-257 = 96; MALME-3M = 88; SK-MEL-2 = 99; BT-549 = 87; T-47D = 53; HS 578T = 30

structure: C#CC(C)(O)CC(C)C (configuration not stated)
  LOX IMVI = 100; UACC-62 = 99; UACC-257 = 105; MALME-3M = 114; SK-MEL-2 = 101; BT-549 = 105; T-47D = 104; HS 578T = 106

structure: Cc1cc(N2CCCCC2)nc(NCc2cc(Nc3ccnc4cc(Cl)ccc34)ccc2F)n1
  LOX IMVI = -79*; UACC-62 = -81*; UACC-257 = -64*; MALME-3M = -75*; SK-MEL-2 = -43*; BT-549 = 15; T-47D = -61*; HS 578T = 15

structure: O=C(Oc1cc(OC(=O)c2ccccc2)cc(OC(=O)c2ccccc2)c1)c1ccccc1
  LOX IMVI = 107; UACC-62 = 105; UACC-257 = 108; MALME-3M = .; SK-MEL-2 = 102; BT-549 = 100; T-47D = 103; HS 578T = 101
